PPARg SRC-2 ag – agonists of SRC-2 recruitment by human PPARgamma. activation, % at 8 µM. P37231. actives 0.34% (n = 200,000). PPARgamma LBD-SRC-2 recruitment, biochemical; in the data active = activation above about 22%;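 note: 0% = vehicle and 100% = reference agonist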
PPARg SRC1 recr – promotes SRC-1 coactivator recruitment by human PPARgamma; P37231; PPARgamma-SRC-1 coactivator recruitment biochemical assay; activation, % at 8 µM; actives 0.41% (n = 200,000); in the data active = activation above about 19%;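 note: 0% = DMSO and 100% = reference agonist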
Diaph act CS – diaphorase activation or chemical reduction counter-screen. Diaphorase/resazurin coupled assay, resorufin fluorescence, 16 min; active compounds read high; 1 = vehicle wells, 0 = NADH-free wells. activation factor at 20 µM. actives 0.005% (n = 190,000);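 active = diaphorase activity raised at least twofold by the compound at 20 µM; inactive = activation factor below 2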
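Assay system: Purified diaphorase enzyme from Clostridium kluyveri | Amount: Enzyme 0.07 U/mL final | Dosing: Compound 20 µM once, DMSO 1% | Timing: 16 min reaction at room temperature | Detection: Fluorescence, excitation 544 nm and emission 590 nm | Evaluation: Higher resorufin formation from activation or reduction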
ROMK mod – modulators of human ROMK potassium channel; P48048; Tet-inducible ROMK, thallium flux fluorescence; actives lie on both sides; B-score at 10 µM; actives 2% (n = 130,000);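 active = signal ratio slope over the read window, or its plate-corrected B-score, at least 3 SD from the plate mean, either direction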;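 note: B-score of the F/F0 ratio slope over 7 to 12 s after thallium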
Target sequence (P48048 whole entry, looked up): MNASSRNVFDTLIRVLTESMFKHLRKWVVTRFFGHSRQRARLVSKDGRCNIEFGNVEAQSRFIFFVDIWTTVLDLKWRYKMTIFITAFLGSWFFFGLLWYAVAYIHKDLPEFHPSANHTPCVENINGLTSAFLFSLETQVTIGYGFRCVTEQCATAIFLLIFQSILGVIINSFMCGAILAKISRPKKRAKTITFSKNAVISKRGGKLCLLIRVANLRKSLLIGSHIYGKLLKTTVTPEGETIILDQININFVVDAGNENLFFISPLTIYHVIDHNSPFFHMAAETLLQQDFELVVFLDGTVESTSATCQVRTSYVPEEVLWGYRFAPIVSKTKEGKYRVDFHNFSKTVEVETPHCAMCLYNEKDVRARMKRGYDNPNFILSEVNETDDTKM
PPARg SRC3 recr – PPARgamma-driven SRC-3 recruitment agonism; biochemical PPARgamma/SRC-3 coactivator recruitment assay; actives 0.26% (n = 200,000); activation, % at 8 µM; AID 731; P37231; in the data active = activation above about 23%;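 note: 0% = DMSO and 100% = reference agonist; some compounds past the cut are filed as inactive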
G6PDH CS – L. mesenteroides G6PDH inhibition counter-screen; actives 0.12% (n = 200,000); AID 1020; inhibition, % at 5 µM; Purified L. mesenteroides G6PDH, diaphorase/resazurin coupled fluorescence, 45 min; in the data active = inhibition above about 50%
PMI activator – activators of human phosphomannose isomerase; AID 1214; actives 0.005% (n = 190,000); purified human PMI, coupled resazurin fluorescence, 20 min; active compounds read high; 1 = vehicle control, 0 substrate-free wells; P34949; activation factor at 20 µM;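 active = activation factor of 2 or more at 20 µM, relative to plate controls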
Target sequence (P34949 whole entry, looked up): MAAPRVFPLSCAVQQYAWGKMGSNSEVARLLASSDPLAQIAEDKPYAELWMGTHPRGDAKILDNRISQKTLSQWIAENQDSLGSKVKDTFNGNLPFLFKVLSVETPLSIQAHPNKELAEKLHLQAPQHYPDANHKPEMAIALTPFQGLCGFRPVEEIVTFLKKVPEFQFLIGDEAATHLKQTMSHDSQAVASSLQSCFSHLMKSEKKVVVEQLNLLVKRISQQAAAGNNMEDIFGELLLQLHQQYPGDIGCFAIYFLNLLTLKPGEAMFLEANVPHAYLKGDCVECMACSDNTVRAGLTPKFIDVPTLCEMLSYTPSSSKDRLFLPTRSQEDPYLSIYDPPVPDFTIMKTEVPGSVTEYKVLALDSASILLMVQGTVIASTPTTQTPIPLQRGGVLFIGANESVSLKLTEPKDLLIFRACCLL
SRC2 TRFRET art – TR-FRET artefact, counter-screen to PPARgamma/SRC-2 agonist assay; actives 0.4% (n = 200,000); active compounds read high; TR-FRET ratio at 8 µM; in the data active = TR-FRET ratio above about 2000; note: inactives centre near 1500
Diaphorase inh – counter-screen for diaphorase-based assays: diaphorase inhibitors and chemical oxidizers | AID 1217 | inhibition, % at 20 µM | diaphorase resazurin-to-resorufin fluorescence, NADH, 16 min; bacterial (C. kluyveri) enzyme, not human | actives 0.69% (n = 190,000);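 active = primary screen inhibition at 20 µM above a set limit, cut at about 50% in these data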;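 note: plate controls were DMSO with full reaction for no effect and wells lacking NADH for full effect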
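System: Diaphorase enzyme from Clostridium kluyveri | Amount: Enzyme working solution with 0.14 U/mL diaphorase | Benchmarks: No-NADH positive control and DMSO neutral control | Signal: Fluorescence of resorufin formed from resazurin, Ex 544/Em 590 nm | Schedule: 16-min room-temperature incubation before reading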
PMI act satM6P – activators of human phosphomannose isomerase at near-saturating mannose 6-phosphate; P34949; coupled PMI enzyme assay, resazurin fluorescence, 20 min; active compounds read high; 1 = untreated enzyme, 0 = substrate-free blank; activation factor at 20 µM; actives 0.34% (n = 190,000); AID 1216;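 active = activation factor of 2 or more at 20 µM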
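Test system: Human PMI in coupled enzyme assay | Input: 15 ng/mL PMI | Medium: HEPES-buffered pH 7.4 with magnesium and detergent | Compound: One concentration, 20 µM, in 1% DMSO | Incubation: Enzyme reaction with compound 20 min at room temperature | Detection: Diaphorase-driven resazurin-to-resorufin fluorescence, excitation 544, emission 590 nm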
S1P3 antagonist – blocks the human S1P3 receptor. Q99500. CHO S1P3 NFAT-BLA reporter, FRET fluorescence, antagonist mode. inhibition, % at 4.98 µM. actives 0.27% (n = 170,000). AID 485;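 active = inhibition above the plate cutoff, the mean inhibition of test wells on that plate plus 3 SD, cut at about 28% in these data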;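 note: cells challenged with S1P at its EC80 of 0.8 µM; blue over green emission ratio from cleaved BLA substrate after 4 h stimulation; 0% = S1P-stimulated wells and 100% = unstimulated DMSO-only wells; some compounds past the cut are filed as inactive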
Starred values were filed as active, the others as inactive; . = no result given.

molecule | PPARg SRC-2 ag | PPARg SRC1 recr | Diaph act CS | ROMK mod | PPARg SRC3 recr | G6PDH CS | PMI activator | SRC2 TRFRET art | Diaphorase inh | PMI act satM6P | S1P3 antagonist
O=C(c1cnn(C(=O)c2ccc(O)cc2)c1)c1ccccc1O | 8 | 9 | 0.9 | 0.79 | 3 | 10 | 0.9 | 1487 | 8 | 0.8 | -3
Cc1cccc(NC(=O)C2CC(=O)n3cnnc3S2)c1 (stereo not given) | 4 | 2 | 0.9 | 0.057 | 1 | -2 | 0.4 | 1461 | 14 | 0.7 | .
Cc1ccc(NC2=C(NCCO)C(=O)c3ccccc3C2=O)cc1 | 10 | -1 | 0.5 | -0.027 | 1 | 34 | 0.8 | 1506 | 47 | 0.5 | -4
C=CCn1c(SCCOc2ccc(OC)cc2)nnc1C(C)NC(=O)c1ccc(OC)cc1 (stereo not given) | 1 | 0 | 1 | -0.81 | 1 | -2 | 1.1 | 1447 | -4 | 1.1 | .
Nc1nc(SCC(=O)Nc2ccc([N+](=O)[O-])cc2Br)n[nH]1 | 13 | 6 | 0.9 | -1.2 | 5 | 8 | 0.9 | 1394 | 15 | 1 | 0
OCCNCc1ccc(OC2CCCC2)cc1 | 5 | 2 | 1 | . | -6 | 10 | 1 | 1653 | -4 | 1 | 14
Cn1c(-c2ccc(F)cc2)cnc1SCC(=O)NNC(=O)Cc1ccccc1 | 4 | 11 | 1 | -0.22 | 0 | 3 | 1 | 1645 | 3 | 1 | -20
COc1ccc(/C=N/NC(=S)Nc2cc(S(=O)(=O)N3CCOCC3)ccc2N2CCOCC2)cc1O | 6 | -4 | 0.8 | 1.2 | 2 | -1 | 0.9 | 1616 | 24 | 0.9 | 7
O=C(C1CCCN(S(=O)(=O)c2ccc(F)cc2)C1)N(Cc1cccs1)C1CC1 (stereo not given) | 12 | 7 | 1 | . | 2 | 11 | 1 | 1524 | 0 | 1 | .
O=C(O)c1cc(S(=O)(=O)N2CCCCC2)ccc1F | -9 | 15 | 1 | . | 1 | 2 | 1.1 | 1662 | 3 | 1.1 | -20
CCNC(=O)NC(=O)C(C)OC(=O)CCCc1nc2ccccc2s1 (stereo not given) | 2 | -5 | 1.1 | -0.65 | -2 | 1 | 1.1 | 1484 | -11 | 1 | -5
CO/N=C/c1ccc(N2CCN(C(=O)c3ccc(Cl)cc3Cl)CC2)c([N+](=O)[O-])c1 | 10 | -5 | 0.8 | . | -4 | 3 | 0.8 | 1623 | 23 | 0.8 | .
COc1cc(O)cc(O)c1C(=O)/C=C/c1ccccc1 | 3 | 1 | 0.8 | . | -1 | 25 | 0.8 | 1471 | 25 | 0.8 | -2
O=C(c1ccc(OC2CCN(CCc3ccccc3)CC2)cc1)N1CCCC(O)C1 (stereo not given) | 5 | 4 | 0.9 | -0.11 | 1 | 5 | 0.9 | 1572 | 8 | 1 | 2
CCc1cc(=O)oc2cc(C)cc(OCC(=O)C(C)(C)C)c12 | 5 | -3 | 1 | -0.49 | -1 | 0 | 1.1 | 1371 | 0 | 1.1 | -12
CC(=O)N(CCCCN1C(=O)c2ccccc2C1=O)c1ccc(C)cc1 | 4 | 1 | 0.9 | . | 11 | 3 | 1.1 | 1515 | 9 | 1 | .
O=C(CCCOc1ccccc1)Nc1ccc(Cl)cn1 | 3 | 5 | 1 | 0.66 | 4 | -5 | 1 | 1697 | -1 | 1 | -10
CC(=O)NCCn1c(SCC(=O)c2ccc(Cl)cc2)nc2ccccc2c1=O | 11 | 9 | 1.2 | . | 7 | 5 | 1 | 1678 | -16 | 1.1 | .
Cc1cc(NC(=O)c2c(F)cccc2Cl)n(-c2nc3ccccc3[nH]2)n1 | 3 | 0 | 0.9 | -0.68 | 3 | 3 | 1 | 1580 | 12 | 1.1 | .
O=C1NCCN1C(=O)c1cccc(Cl)c1 | 0 | 1 | 0.8 | . | 2 | 5 | 0.9 | 1492 | 18 | 1 | -8
Cn1nc(-c2ccccc2)c(CN2CCN(c3ncccn3)CC2)c1Cl | 3 | 15 | 0.8 | 0.018 | 6 | 7 | 0.9 | 1731 | 18 | 0.9 | -22
CCOc1ccc(C(=S)N2CCCC2)cc1OC | 4 | -4 | 1 | 0.3 | 1 | 5 | 1.1 | 1750 | -4 | 1.1 | 0
O=C(CCCO)N/N=C/c1cc(Br)ccc1O | -3 | -4 | 0.7 | 0.0047 | -1 | 17 | 1 | 1290 | 28 | 1.1 | -11
Cc1ccc(-n2cc(CNCC3CC(=O)N(C4CC4)C3)c(-c3cccc(C)c3)n2)cc1 (stereo not given) | 0 | 13 | 1.3 | 0.68 | -4 | 9 | 1 | 1610 | -25 | 1.1 | 13
COc1ccccc1OCCn1cc(C#N)c2ccccc21 | 6 | -5 | 0.9 | . | 7 | 4 | 1 | 1731 | 8 | 0.9 | .

Record cards, as listed above. Values in the order: PPARg SRC-2 ag | PPARg SRC1 recr | Diaph act CS | ROMK mod | PPARg SRC3 recr | G6PDH CS | PMI activator | SRC2 TRFRET art | Diaphorase inh | PMI act satM6P | S1P3 antagonist
Cc1cccc(NC(=O)C2CC(=O)n3cnnc3S2)c1 (stereo not given) as listed: 4 | 2 | 0.9 | 0.057 | 1 | -2 | 0.4 | 1461 | 14 | 0.7 | .
CC(=O)N(CCCCN1C(=O)c2ccccc2C1=O)c1ccc(C)cc1 as listed: 4 | 1 | 0.9 | . | 11 | 3 | 1.1 | 1515 | 9 | 1 | .
COc1cc(O)cc(O)c1C(=O)/C=C/c1ccccc1 as listed: 3 | 1 | 0.8 | . | -1 | 25 | 0.8 | 1471 | 25 | 0.8 | -2
O=C(c1ccc(OC2CCN(CCc3ccccc3)CC2)cc1)N1CCCC(O)C1 (stereo not given) as listed: 5 | 4 | 0.9 | -0.11 | 1 | 5 | 0.9 | 1572 | 8 | 1 | 2
Cc1cc(NC(=O)c2c(F)cccc2Cl)n(-c2nc3ccccc3[nH]2)n1 as listed: 3 | 0 | 0.9 | -0.68 | 3 | 3 | 1 | 1580 | 12 | 1.1 | .

Next structures.
molecule | PPARg SRC-2 ag | PPARg SRC1 recr | Diaph act CS | ROMK mod | PPARg SRC3 recr | G6PDH CS | PMI activator | SRC2 TRFRET art | Diaphorase inh | PMI act satM6P | S1P3 antagonist
Cc1c(CN(C)C(=O)CSc2nc(-c3ccco3)cc(C(F)(F)F)n2)cnn1C | 7 | 10 | 0.8 | -0.28 | 0 | 4 | 1 | 1851 | 15 | 0.9 | 4
CCCn1c(SCc2nc(N)nc(N3CCCCC3)n2)nc2c1c(=O)n(C)c(=O)n2C | -4 | 10 | 1 | 0.11 | 1 | -5 | 1 | 1526 | 4 | 1 | 2
CCOc1ccc(S(=O)(=O)Nc2nc3cc(OC)ccc3s2)cc1 | -4 | -3 | 0.9 | 0.6 | -9 | 0 | 1.1 | 1320 | 12 | 1.1 | .
O=C(N/N=C/c1cccc(C(F)(F)F)c1)C1CCN(c2ncc(C(F)(F)F)cc2Cl)CC1 | 0 | -2 | 1.1 | . | -2 | 0 | 1.1 | 1604 | -6 | 1.1 | .
C=CCc1c(C)nc(C)nc1N/N=C/c1ccc(N(C)C)cc1 | 8 | 6 | 1.1 | 0.21 | 6 | -3 | 1 | 1433 | -5 | 1.1 | .
Cc1ccc(S(=O)(=O)C2C(=O)NC3(C)CC2c2ccccc2O3)cc1 (stereo not given) | -1 | 1 | 1 | . | 6 | -2 | 1 | 1550 | 3 | 1 | -7
CC(NC(=O)Nc1nnc(C(F)(F)F)s1)(C(F)(F)F)C(F)(F)F | 15 | 2 | 0.9 | -3.5* | 18 | 1 | 1.1 | 1525 | 9 | 1.1 | .
O=C(Nc1cccc2c1C(=O)NC2=O)c1ccc(N2C(=O)CCC2=O)cc1 | 1 | 3 | 1.1 | 1.4 | 4 | 3 | 1.1 | 1581 | -5 | 1 | -8
O=C(CSc1nnc(-c2ccncc2)n1Cc1ccccc1)NCCc1ccccc1 | 16 | 4 | 1.1 | 0.92 | 5 | 3 | 1.1 | 1592 | -11 | 1 | .
Cc1ccc(CN2CCc3c(OCC(=O)Nc4cccc(C)c4C)cccc3C2=O)cc1 | 3 | -3 | 0.9 | 0.14 | -6 | -5 | 1 | 1378 | 10 | 1 | -2
O=c1c2ccccc2nc(/C=C/c2ccc([N+](=O)[O-])o2)n1CCCO | 8 | 10 | 0.8 | -3.1* | 9 | -1 | 1 | 1473 | 19 | 1 | .
CCN(CC)c1cc(-c2ccccc2)ncn1 | 6 | 14 | 0.9 | . | 3 | -5 | 1.1 | 1657 | 8 | 1.1 | -4
COc1ccc(Br)cc1-c1nc(C)c(C(C)=O)n1O | -7 | -1 | 0.8 | . | 9 | -6 | 0.8 | 1348 | 20 | 0.9 | -29
O=S(=O)(c1cccc2cccnc12)N1CCOCC1 | 4 | 10 | 1 | 0.64 | -4 | 16 | 1 | 1495 | 2 | 1.1 | -21
Cc1ccc(OCC(=O)c2cc(C)n(C)c2C)c([N+](=O)[O-])n1 | 4 | -1 | 0.8 | . | 2 | 22 | 0.8 | 1641 | 24 | 0.6 | -3
O=C(Nc1ccc(N2CCOCC2)cc1)Nc1ccc2nc(-c3ccco3)c(-c3ccco3)nc2c1 | 7 | 5 | 0.8 | . | 11 | 12 | 1 | 1570 | 21 | 0.7 | 57*
COCCOC(=O)C1=C(N)OC2=C(C(=O)CC(C)(C)C2)C1c1ccncc1 (stereo not given) | -2 | 0 | 1 | -0.8 | 0 | 7 | 1 | 1473 | 3 | 1.1 | -8
CCn1nccc1C(=O)NC1=C(C#N)CCC1 | 6 | 8 | 1 | . | 2 | -2 | 1 | 1663 | -2 | 1 | -11
O=C1CCCc2c1[nH]c1ccc(Br)cc21 | 15 | 13 | 1 | . | 5 | 6 | 1 | 1666 | 4 | 1 | -10
CCOc1ccc(C(=O)N2CCN(C(=O)c3ccco3)CC2)cc1OCC | 1 | 10 | 0.8 | 0.016 | 1 | -12 | 0.9 | 1568 | 21 | 0.9 | -12
Cc1cccc2c(=O)oc(-c3ccc4c(c3)C(=O)N(CC3CCCO3)C4=O)nc12 (stereo not given) | 9 | -2 | . | . | 7 | . | . | 1646 | . | . | -22

An excerpt from above in order of formula weight, rising.
molecule | PPARg SRC-2 ag | PPARg SRC1 recr | Diaph act CS | ROMK mod | PPARg SRC3 recr | G6PDH CS | PMI activator | SRC2 TRFRET art | Diaphorase inh | PMI act satM6P | S1P3 antagonist
CCn1nccc1C(=O)NC1=C(C#N)CCC1 | 6 | 8 | 1 | . | 2 | -2 | 1 | 1663 | -2 | 1 | -11
O=S(=O)(c1cccc2cccnc12)N1CCOCC1 | 4 | 10 | 1 | 0.64 | -4 | 16 | 1 | 1495 | 2 | 1.1 | -21
O=c1c2ccccc2nc(/C=C/c2ccc([N+](=O)[O-])o2)n1CCCO | 8 | 10 | 0.8 | -3.1* | 9 | -1 | 1 | 1473 | 19 | 1 | .
